Giardia FBPA inh – inhibitors of Giardia lamblia fructose-1,6-bisphosphate aldolase | purified Giardia FBPA | 290,000 tested, 0.71% active | Potency, µM (series often up to 59.6 µM), without a hit: at the top dose activity, negative = inhibition, actives largely listed as inhibitors | AID 2451 | A8B2U2; further: potency means the concentration at half of the fitted maximal effect; on the % scale 0 is the no-effect control and ±100 the full control effect; nearly all actives have a fitted effect of over 55% in size
Target sequence (A8B2U2 whole entry, looked up): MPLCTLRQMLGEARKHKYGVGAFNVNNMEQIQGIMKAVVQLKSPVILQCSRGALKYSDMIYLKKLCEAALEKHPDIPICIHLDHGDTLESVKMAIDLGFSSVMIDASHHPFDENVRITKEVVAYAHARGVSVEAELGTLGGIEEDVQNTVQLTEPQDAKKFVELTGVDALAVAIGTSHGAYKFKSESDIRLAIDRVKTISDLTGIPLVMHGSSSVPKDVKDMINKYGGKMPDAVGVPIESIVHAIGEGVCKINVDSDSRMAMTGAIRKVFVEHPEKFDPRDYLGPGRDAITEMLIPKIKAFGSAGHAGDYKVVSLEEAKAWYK
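Giardia FBPA (40 nM reagent) was preincubated 10 min at RT with compound (up to 57.5 uM final), then substrate plus GAPDH/TPI/NAD/arsenate coupling system with diaphorase/resazurin was added; resorufin fluorescence (525/598 nm) was read after 20 min.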
Shiga inhibitor – blocks Shiga toxin action in Vero cells; Vero cells, Shiga toxin protein synthesis inhibition reporter; inhibition, % at 38.7 µM; 290,000 tested, 9.2% active; in the data active means inhibition mostly above about 28%, no sharp cut-off; inactive means mostly below about 43%; further: 0% is about no effect
HCV inh – HCV inhibition | Huh7.5.1 HCVcc-Cre infection, luciferase reporter, 44 h | Potency, µM (highest dose often 41.8 µM), for the others: top-dose activity change, negative = inhibition, hits mostly inhibitors | AID 651820 | 340,000 tested, 3.4% active; further: potency means the concentration at half of the fitted maximal effect; on the % scale 0 is the no-effect control and ±100 the full control effect
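Infectious HCVcc-Cre (~0.5 moi) was added to cells just after compound, with cells seeded 4 h earlier at 1,000 per well. Luciferase activity after 44 h culture reported infection; substrate was incubated 15 min at room temperature before reading.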
Pf growth 48h – inhibits P. falciparum growth in the first generation, 48 h; P. falciparum luciferase growth in erythrocytes, 48 h; Potency, µM (titrated, usually from 28.7 µM), for inactives: at the highest dose activity change, negative = inhibition, usual class: inhibitors; 310,000 tested, 5.9% active; further: potency means the concentration at half of the fitted maximal effect; on the % scale 0 is the no-effect control and ±100 the full control effect
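A one-generation exposure of luciferase-tagged malaria parasites in RPMI 1640/Albumax erythrocyte culture, 37 C and 5% CO2. Inhibition is inferred from decreased luminescence after adding detection reagent.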
Pf growth 96h – inhibits malaria parasite growth, 96 h; P. falciparum luciferase reporter growth, 96 h; AID 504834; Potency, µM (titrated, usually from 28.7 µM), inactives show at the highest dose activity change, negative = inhibition, actives largely listed as inhibitors; 320,000 tested, 6.9% active; further: potency means the concentration at half of the fitted maximal effect; on the % scale 0 is the no-effect control and ±100 the full control effect
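Delayed-death screen, second-generation endpoint: infected erythrocytes, 2% hematocrit, 0.05% parasitemia final; 96 hours at 37 C, 5% CO2; luciferase detection reagent; luminescence decrease equals reduced growth.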
Cycloheximide cs – counter-screen hit for Shiga toxin inhibitors, cycloheximide. cell reporter, cycloheximide protein synthesis inhibition counterscreen. max response, %. AID 2314. 300,000 tested, 12% active; in the data active means max response mostly above about 13%, no sharp cut-off; inactive means mostly below about 14%; further: read at 38.3 µM for the half of the compounds with a filed dose; 0% is about no effect
Starred values were filed as active, the others as inactive; i = inactive; u = inconclusive; x = not tested or not shown; & = joins results of further samples; [ ] = another dose, or the depositor's remark. Unless noted, the call rests on the fitted dose curve; in most records, active means well fitted curve in the direction sought with a large enough effect; inconclusive means small, poorly fitted or top-dose-only effect, or another doubt; inactive means no such curve, though single readings can be large; an effect the other way counts as inactive or inconclusive.

SMILES	Giardia FBPA inh	Shiga inhibitor	HCV inh	Pf growth 48h	Pf growth 96h	Cycloheximide cs
N=c1n(N)c2ccccc2n1CC(=O)c1ccc(Br)cc1	-20%	x	13µM*	73%[activator]	76%[activator]	1
CCOC(=O)c1c(NC(C)=O)sc2c(OCC(O)CN(CC)CC)c(Br)ccc12 (configuration not stated)	-1%	-28	5.6µM*	-21%	7.4µM*	-25
C[C@H]1CN=C(N(C)C)N1CCCCc1ccccc1	x	x	-5%	u	u	x
CCOc1ccc(S(=O)(=O)N2CCN(C(=O)CN3C(=O)NC4(CCCC4)C3=O)CC2)cc1	x	x	23%	7%	0%	x
CCOc1ccc(C(C)=O)cc1NC(=O)/C=C\C(=O)O	-5%	-2	10%	40%[activator]	10µM*	-2
CC(Nc1cc(C)cc(C)c1)=[N+](C)CCNS(=O)(=O)c1ccc(Cl)cc1	-15%	-6	1%	-5%	12%	-3
O=C(COc1ccccc1)Nc1ccc(S(=O)(=O)N2CCCC2)cc1	-3%	-11	-13%	x	u	-2
CC1CCCCC12NC(=O)N(CC(=O)OCC(=O)N(C)C1CCCCC1)C2=O (configuration not stated)	x	x	12%	19%	17%	x
C#CCSc1nnc(-c2cc3c(C(F)(F)F)nn(C)c3s2)n1C	3%	-8	-19%	19%	u	-1
O=C(NCC1CCCO1)c1ccccc1NC(=O)c1cccc2ccccc12 (configuration not stated)	1%	-10	-15%	u	u	-2
Cc1cccc(-c2nnc3n2N=C(c2ccc(Br)cc2)CS3)c1	3%	-14	-2%	x	x	-2
CC1(C)OC(=O)C2(Cc3ccccc3N3CCCCC32)C(=O)O1 (configuration not stated)	-4%	4	-5%	18%	u	-4
Cc1cc(C)nc(N2CCN(S(=O)(=O)c3ccc(F)cc3)CC2)n1	4%	7	3%	u	u	1
N#CC(C(=O)CCN1C(=O)C2CC=CCC2C1=O)c1nc2ccccc2[nH]1 (configuration not stated)	-19%	-15	3%	1%	-2%[5.75 µM]	-1
O=C(CCN1CCOCC1)N1CCCC(Nc2ccc(F)cc2)C1 (configuration not stated)	-18%	-4	15%	42%[activator]	u	-1
Cc1ccc(CNC(=O)C(=O)NCC2OCCN2C(=O)c2cccs2)cc1 (configuration not stated)	1%	-17	1%	-4%	37%[activator]	-1
Fc1ccccc1Nc1nc(Cl)nc(Cl)n1	-36%	-13	35%[activator]	10%	77%[activator]	-6
CCCOc1cccc(CN2CCCCC2c2cccnc2)c1 (configuration not stated)	-24%	-20	-8%	x	2%	-6
COc1ccc(/C=C/C(=O)OCC(=O)NC(=O)NC(C)(C)C)cc1	-2%	65	2%	8%	9%	-3
CCSCCc1nnc(NC(=O)Nc2cccc(C(F)(F)F)c2)s1	-3%	-8	3.5µM*	5.2µM*	u	-2

By substructure, the entries above containing four or more nitrogen atoms.
SMILES	Giardia FBPA inh	Shiga inhibitor	HCV inh	Pf growth 48h	Pf growth 96h	Cycloheximide cs
N=c1n(N)c2ccccc2n1CC(=O)c1ccc(Br)cc1	-20%	x	13µM*	73%[activator]	76%[activator]	1
CCOc1ccc(S(=O)(=O)N2CCN(C(=O)CN3C(=O)NC4(CCCC4)C3=O)CC2)cc1	x	x	23%	7%	0%	x
C#CCSc1nnc(-c2cc3c(C(F)(F)F)nn(C)c3s2)n1C	3%	-8	-19%	19%	u	-1
Cc1cccc(-c2nnc3n2N=C(c2ccc(Br)cc2)CS3)c1	3%	-14	-2%	x	x	-2
Cc1cc(C)nc(N2CCN(S(=O)(=O)c3ccc(F)cc3)CC2)n1	4%	7	3%	u	u	1
N#CC(C(=O)CCN1C(=O)C2CC=CCC2C1=O)c1nc2ccccc2[nH]1 (configuration not stated)	-19%	-15	3%	1%	-2%[5.75 µM]	-1
Fc1ccccc1Nc1nc(Cl)nc(Cl)n1	-36%	-13	35%[activator]	10%	77%[activator]	-6
CCSCCc1nnc(NC(=O)Nc2cccc(C(F)(F)F)c2)s1	-3%	-8	3.5µM*	5.2µM*	u	-2

(next part)
SMILES	Giardia FBPA inh	Shiga inhibitor	HCV inh	Pf growth 48h	Pf growth 96h	Cycloheximide cs
COc1ccc(/C=C2/S/C(=N/S(=O)(=O)Cc3ccccc3)NC2=O)cc1OC	16%	3	17%	u	12µM*	-3
CC(C)Cc1oc(C(=O)O)cc1CN	-4%	13	18%	x	55%[activator]	3
O=C1SC(Cc2ccccc2)C(=O)N1c1ccccc1 (configuration not stated)	4%	20	-14%	19%	5%	1
O=C(NNc1nc2cc3c(cc2s1)OCO3)c1ccc(F)cc1	4%	68*	-5%[8.37 µM]	46%[activator]	u	24*
Cc1ccc(C(C[N+](=O)[O-])c2c(C)[nH]n(-c3ccccc3)c2=O)cc1 (configuration not stated)	u	-15	15%	1%	-9%	2
COc1ccc(CC[n+]2cc(/N=C(\C)[O-])on2)cc1OC	0%	1	9%	-21%	13%	-2
Cc1cc(C)nc(/N=C(\N)Nc2ccc(S(=O)(=O)Nc3nc(C)cc(C)n3)cc2)n1	6%	-7	x	23%	2%	-2
COc1ccc(C2=NS(=O)(=O)N(C)C(C(=O)N(C)Cc3ccccc3)=C2)cc1	3%	0	-11%	4%	-25%	-3
O=C(CN1CCCCCC1)Nc1ccccc1	u	12	10%	204%[activator]	-11%	5
CC1(C)CC(NC(=O)C(=O)NCCc2ccc(Cl)cc2)CC(C)(C)N1	1%	-11	u	47%[activator]	4%	2
CNC(C)Cc1ccccc1OC (configuration not stated)	8%&0%	-1&0	x	x	x	-3&7
COc1ccccc1C1CC2CCC(C1OC(C)=O)N2Cc1ccccc1 (configuration not stated)	10%	-6	-13%	-28%	149%[activator]	10
COc1ccc(CCN2CC(C(=O)NC3CCCCC3)CC2=O)cc1OC (configuration not stated)	0%	14	7%	15%	u	28
CCN(CC(=O)Nc1ccccc1OC)C(=O)/C=C/c1cccs1	x	x	3%[8.37 µM]	9%	22%	x
Cc1ccc([N+](=O)[O-])cc1NC(=O)C(C)Sc1nnc(C)n1CC1CCCO1 (configuration not stated)	6%	-5	5%	9%	u	-2
Cc1ccccc1NC(=S)N/N=C/C(C)c1ccccc1 (configuration not stated)	-9%	2	3%	u	u	16
Cc1cc(C(=O)COC(=O)c2ccc[nH]c2=O)c(C)n1-c1ccccc1	5%	24	u	78%[activator]	76%[activator]	23
COc1ccc(N(C(=O)CNC(=O)c2cccs2)C(C(=O)NCC2CCCO2)c2ccccc2)cc1 (configuration not stated)	0%	-13	5%	-29%	41%[activator]	-3
COc1ccc(-c2cc(C(F)(F)F)n3ncc(C(=O)NCC4CCCO4)c3n2)cc1 (configuration not stated)	-1%	-14	6%	-20%	0%	-1
CCOC(=O)N1CCC(N(C(=O)Nc2ccc(CC)cc2)C(C)CC)CC1 (configuration not stated)	-9%	47	-7%	-1%	i	14*
C=CCNC(=S)NN=C1CCC(c2ccccc2)CC1 (configuration not stated)	7.9µM*	35	22%	u	15%	-2
COc1ccc(N(CC(=O)NC2CCCCCC2)S(=O)(=O)c2c(C)nn(C)c2C)cc1	7%	-4	-1%	-24%	u	2
CC(=O)OCC(=O)Nc1ccccc1OC(F)F	1%	22	18%	13%	23%	-3
COc1cccc(/C=N/n2c(N)c(S(=O)(=O)c3cccs3)c3nc4ccccc4nc32)c1	7%	-9	-17%	u	u	10
O=C(C1CCCO1)N1CCN(C(=S)Nc2ccc(Cl)cc2)CC1 (configuration not stated)	0%	-7	6%	-5%	-4%	9
C/C(=N\NC(=S)Nc1ccc(C)c(C)c1)c1ccc(N2CCOCC2)cc1	0%	24*	u	12µM*	3.7µM*	23*
COc1ccc(C(=O)OCC(=O)NC23CC4CC(CC(C4)C2)C3)c(OC)c1OC	x	x	-1%	u	u	x
CC(=O)C1C(=O)C=C(c2ccco2)CC1c1ccccc1 (configuration not stated)	-13%	-14	-18%	-2%	10%	1
COC(=O)c1c(NC(=O)C2CC(=O)NN2Cc2ccccc2)sc(C)c1C (configuration not stated)	-2%	-13	-21%	u	u	-3
CC(C)=C1SC(N2CCN(c3ccc(C)cc3)CC2)=NC1=O	1%	10	19%	6%	13%	1
CC(=O)c1ccc(NC(=O)CCc2nnc3ccc(NCc4ccco4)nn23)cc1	15%	50*	10%	34%[activator]	15%	41*
Cc1cc(C)cc(-n2c(O)c(C=Nc3ccc(N4CCOCC4)cc3)c(=O)[nH]c2=S)c1	-18%	-7	35%[activator]	-3%	25%	-1
CCOC(=O)c1sc(=S)n(-c2ccc3c(c2)OCO3)c1N	-17%	30	-14%	-22%	-16%	30*
CCCCn1c(N)c(N(CC(C)C)C(=O)CSCC(=O)Nc2cccc(C)c2)c(=O)[nH]c1=O	x	x	-19%	12µM*	u	x
CCN(CC(=O)Nc1ccc2c(c1)OCCO2)C(=O)C1CC(=O)N(c2ccc(OC)cc2OC)C1 (configuration not stated)	x	x	14%	9%	4%	x
Cc1ccccc1C(=O)NCC(=O)OC(C)C(=O)NCc1ccco1 (configuration not stated)	x	x	22%	28%	-2%	x
Cc1ccc(-n2ncc3c(=O)n(CC(=O)NC4CCCCC4)cnc32)cc1C	0%	19	-2%	-5%	u	17
Cc1cc(OCC(O)CN(CCO)CCO)ccc1Cl (configuration not stated)	15%	15	11%	8%	33%[activator]	2
O=C(O)CC/C(=N\Nc1ccc([N+](=O)[O-])cc1S(=O)(=O)N1CCOCC1)c1cccs1	-13%	-6	-26%	u	u	1
CCc1c(C)nc2ncnn2c1N1CCCC(C(=O)Nc2ccc(NC(C)=O)cc2)C1 (configuration not stated)	x	24	4%	-6%	15%	-3
CCc1c(C)nc2c(-c3ccccc3OC)c(C)[nH]n2c1=O	u	-12	-8%	-24%	-20%	-1
Oc1c(C(Nc2ccccn2)c2cccnc2)cc(Cl)c2cccnc12 (configuration not stated)	-28%	17	u	4.7µM*	90%[activator]	-2
CC(=O)c1cnc(N(C)C)s1	2%	-4	14%	1%	13µM*	-1
CCn1cc(C(=O)N2CCCc3ccccc32)c2cc(OC)c(OC)cc2c1=O	1%	0	11%	15µM*	x	6
C[n+]1ccccc1C1CCCC/C1=N\NC(N)=S (configuration not stated)	-11%	4	10%	-18%	-17%	3
CN(Cc1cn(C)nc1-c1cccc(Cl)c1)C1CCOCC1	-3%	-21	-5%	0%	27%	-1
CCCCn1c(Cl)nc2c1c(=O)n(C)c(=O)n2C	3%	-9	1%	6%	13%	-3
O=c1oc2ccccc2c2c1nc(C(F)(F)F)n2-c1ccccc1	8%	-13	-11%	x	-26%	-5
CC(C)C(=O)NN1c2ccccc2CCc2ccccc21	-1%	-3	2%	u	-19%	0
O=C(NCCN1CCOCC1)c1cc(-c2ccc(F)cc2)nc2ccccc12	x	x	-2%	u	-14%	x
Cc1cc(C(=O)OCC(=O)Nc2cc(S(=O)(=O)N(C)C)ccc2C)c2ccccc2n1	3%	-15	20%	2%	3%	-2
O=C(O)c1ccc2c(c1)C(=O)N(c1ccc(OCc3ccccc3)cc1)C2=O	u	12	13%	46%[activator]	-18%	-3
COc1ccc(CCNC(=O)C2CC(c3cccc(F)c3)=NO2)cc1 (configuration not stated)	-3%	-6	0%	48%[activator]	0%	-3
Cc1ccc(-c2nnn(CC(=O)N3CCCCC3)n2)o1	5%	71*	19%	65%[activator]	2%	18*
NS(=O)(=O)c1cc([N+](=O)[O-])ccc1NCc1cccnc1	12%	-14	11%	18%	29%	-4
O=C(CN1CCN(S(=O)(=O)c2ccc(Cl)cc2)CC1)NC(=O)NC1CCCCC1	-1%	-7	u	x	u	6
COC(=O)c1ccc(NC(=S)NC2CC3CCC2C3)cc1 (configuration not stated)	1%	104*	-28%	19%	5%	41*
COc1ccc(CCN2C(=O)CCC2(C)C(=O)NC2CCCC2)cc1OC (configuration not stated)	3%	-13	-27%	3%	2%	11

Outcome played no part in choosing rows; overall some 24% were active at least once.
